hgDAF-12 ag: agonists of H. glycines DAF-12 nuclear receptor; activation, % at 6.8 µM; HEK293 GAL4-hgDAF12 UAS-luciferase reporter, agonist luminescence; normalized to butyrate control; actives 1.8% (n = 370,000); AID 687014;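 active means activation above a cutoff set at the mean of all screened compounds plus 3 SD, cut at about 10% in these data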;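 further: 0% = DMSO wells and 100% = sodium butyrate wells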
GC-B act: GC-B (human) receptor activation; HEK293-GC-B cells, CNP EC30, cGMP TR-FRET; 0% at EC30 CNP, 100% saturating CNP; activation, % at 10 µM; actives 0.11% (n = 370,000); AID 1920062;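 active means activation at 10 µM reaching about 35% in either raw or pattern-adjusted values, limit read from the data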
Target sequence (P20594 whole entry, looked up): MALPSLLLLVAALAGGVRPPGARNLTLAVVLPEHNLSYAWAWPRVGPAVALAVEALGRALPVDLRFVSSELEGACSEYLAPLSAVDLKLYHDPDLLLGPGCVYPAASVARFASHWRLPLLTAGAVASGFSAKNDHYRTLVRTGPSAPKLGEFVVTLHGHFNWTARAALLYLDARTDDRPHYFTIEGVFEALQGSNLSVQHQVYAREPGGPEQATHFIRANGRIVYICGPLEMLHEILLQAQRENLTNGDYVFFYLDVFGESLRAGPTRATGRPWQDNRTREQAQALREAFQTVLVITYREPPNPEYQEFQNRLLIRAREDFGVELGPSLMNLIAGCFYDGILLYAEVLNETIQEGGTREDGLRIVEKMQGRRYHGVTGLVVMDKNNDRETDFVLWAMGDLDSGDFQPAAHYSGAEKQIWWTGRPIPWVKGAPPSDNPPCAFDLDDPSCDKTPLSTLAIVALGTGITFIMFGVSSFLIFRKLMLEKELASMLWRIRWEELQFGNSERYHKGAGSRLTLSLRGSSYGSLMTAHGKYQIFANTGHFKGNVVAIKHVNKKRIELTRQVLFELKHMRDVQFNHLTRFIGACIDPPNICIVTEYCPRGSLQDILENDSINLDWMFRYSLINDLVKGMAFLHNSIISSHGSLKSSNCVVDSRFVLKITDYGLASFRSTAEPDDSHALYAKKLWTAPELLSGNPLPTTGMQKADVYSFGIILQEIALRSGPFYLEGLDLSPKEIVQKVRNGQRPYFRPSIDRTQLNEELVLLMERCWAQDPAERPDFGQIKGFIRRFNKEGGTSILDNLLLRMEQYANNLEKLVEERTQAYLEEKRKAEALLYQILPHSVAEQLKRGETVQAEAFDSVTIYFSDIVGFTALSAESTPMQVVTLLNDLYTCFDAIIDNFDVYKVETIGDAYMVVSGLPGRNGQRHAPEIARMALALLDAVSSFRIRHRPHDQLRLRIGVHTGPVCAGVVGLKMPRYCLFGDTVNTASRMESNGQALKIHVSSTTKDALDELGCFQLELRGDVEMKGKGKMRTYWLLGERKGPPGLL
proKLK7 act: proKLK7 (human) activation, primary screen. P49862. purified proKLK7, EDANS-DABCYL substrate fluorescence; 100% is mature enzyme control, 0% vehicle. activation, % at 7 µM. actives 0.9% (n = 370,000). AID 652039;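 active means activation above the mean of all tested compounds plus 3 SD, computed per campaign excluding outliers beyond control limits, cut at about 13% in these data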
NPR1 activator: GC-A (human) enzyme activation; P16066; HEK293 GC-A cells, cGMP TR-FRET, EC30 ANP; 0% at EC30 ANP, 100% saturating ANP; activation, % at 10 µM; actives 0.14% (n = 370,000); AID 1671463; in the data active means activation above about 40%
DAX1 inh-1: blocks DAX1 repression of SF-1 activated StAR promoter. inhibition, % at 6.8 µM. HEK293T StAR-luciferase reporter, SF-1/DAX-1 repression relief. actives 1.1% (n = 370,000). AID 652010;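 active means inhibition above the mean over all tested compounds plus 3 SD, cut at about 3.6% in these data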;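 further: 0% = DAX-1 cells with DMSO and 100% = cells lacking DAX-1 with DMSO; higher inhibition means more luminescence from relief of DAX-1 repression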
SMARCA2 act: increases SMARCA2 function in MMTV reporter cells | actives 1% (n = 370,000) | MG213 cells, MMTV-luciferase reporter, dexamethasone, overnight | AID 652017 | activation, % at 9.1 µM; in the data active means activation above about 7.8%;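 further: 0% = vehicle wells and 100% = reference activator wells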
sPLA2-III inh: Blocks human group III sPLA2 activity. QFRET BODIPY PC-A2 liposome hydrolysis, fluorescence. inhibition, % at 12.2 µM. actives 0.56% (n = 370,000);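 active means inhibition above mean plus 3 SD of compounds lying within the high and low control bounds, cut at about 19% in these data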;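 further: 0% = median of test compound wells and 100% = no enzyme DMSO wells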
GAA850 FXN act: frataxin GAA850 promoter activation; AID 540364; HEK293 lucGAA850 FXN promoter luciferase reporter, 24 h; percent of 10 µM SAHA response; actives 0.56% (n = 360,000); activation, % at 6 µM;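 active means activation above the average of all compounds screened plus 3 SD, cutoff fixed separately per campaign, cut at about 7.5% in these data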;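 further: 0% = DMSO wells and 100% = 10 µM SAHA wells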
hcDAF-12 act: H. contortus DAF-12 activation, primary screen; activation, % at 6.8 µM; HEK293 hcDAF-12 lit1-tk-luc reporter, luminescence; 0% DMSO, 100% Δ7-dafachronic acid; actives 1.4% (n = 370,000);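 active means activation above the mean of all tested compounds plus 3 SD, cut at about 5.5% in these data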;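 further: 100% = response to 3 µM Δ7-dafachronic acid high control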
DAX1 inh-2: NR0B1 (DAX1) inhibition; HEK293 Gal4-DAX1 luciferase reporter, luminescence; actives 0.99% (n = 340,000); inhibition, % at 6.75 µM; AID 504766;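 active means inhibition above the mean over all tested compounds plus 3 SD, cut at about 4.2% in these data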;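 further: 0% = DAX1-transfected cells with DMSO and 100% = empty-vector control cells with DMSO; inhibition shows as a rise in luminescence from relieved DAX1 repression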
ssDAF12 agonist: activates DAF-12 receptor from parasite S. stercoralis; HEK293 ssDAF-12/GRIP1 lit1-tk-luc reporter, luminescence; % of 3 µM dafachronic acid response; activation, % at 6.8 µM; actives 1% (n = 370,000); AID 652126;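 active means activation above the mean over all tested compounds plus 3 SD, cut at about 0.9% in these data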;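 further: 0% = DMSO-only wells and 100% = 3 µM delta7-dafachronic acid wells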
An asterisk follows results filed as active; nt = no result given.

The first 2 entries, to show the layout:
Every second line gives: hcDAF-12 act | GAA850 FXN act | SMARCA2 act | DAX1 inh-1 | proKLK7 act | ssDAF12 agonist | DAX1 inh-2 | hgDAF-12 ag | NPR1 activator | sPLA2-III inh | GC-B act
- CN(C)c1ccc(C(c2nnnn2CCOC(=O)Nc2ccc(Cl)cc2)N2CCOCC2)cc1 (stereo not given)
 : 1.1 | 2.1 | 0 | 0.2 | -0.2 | -1.6 | 0.1 | -0.4 | -6 | -15 | -5
- CC(NC(=O)CCCOc1ccc(Cl)cc1)c1ccccc1 (stereo not given)
 : -0.5 | 1.8 | 1 | -0.1 | 0.1 | -0.9 | -0.4 | 0.9 | 1 | 3 | 5

The whole of this part, repeating the preview:
Every second line gives: hcDAF-12 act | GAA850 FXN act | SMARCA2 act | DAX1 inh-1 | proKLK7 act | ssDAF12 agonist | DAX1 inh-2 | hgDAF-12 ag | NPR1 activator | sPLA2-III inh | GC-B act
- CN(C)c1ccc(C(c2nnnn2CCOC(=O)Nc2ccc(Cl)cc2)N2CCOCC2)cc1 (stereo not given)
 : 1.1 | 2.1 | 0 | 0.2 | -0.2 | -1.6 | 0.1 | -0.4 | -6 | -15 | -5
- CC(NC(=O)CCCOc1ccc(Cl)cc1)c1ccccc1 (stereo not given)
 : -0.5 | 1.8 | 1 | -0.1 | 0.1 | -0.9 | -0.4 | 0.9 | 1 | 3 | 5
- Cc1ccc(NNC(=S)Nc2ccc(C(C)C)cc2)c(C)c1
 : 0.5 | 4.1 | 0 | -0.2 | -0.4 | -0.9 | -0.3 | 3.5 | 2 | 4 | 3
- C=CCN1CN(S(=O)(=O)c2ccc(OC)cc2)c2nc3ccccc3nc21
 : -2.4 | 0.1 | 0 | -1.8 | 2.4 | -0.1 | 0.2 | -1.8 | 4 | 0 | 2
- CCNc1nc(NCC)nc(N(CC)C(N)=S)n1
 : -0.4 | 2.6 | 4 | -0.1 | 0.3 | -1.8 | -1.3 | -2.8 | 15 | 12 | 24
- O=S(=O)(/N=C(/c1ccccc1)N1CCOCC1)c1ccc(Br)cc1
 : -0.8 | 0.0 | -1 | -0.3 | 0.3 | -1.3 | -0.6 | -1.5 | 1 | 2 | -1
- OCC(CO)(CO)N=Cc1c(O)ccc2ccccc12
 : 2.0 | 3.0 | -5 | -0.8 | 0.4 | -0.9 | -0.3 | 1.4 | -6 | -1 | 5
- CC(C)OCCCNc1nc(-c2ccccc2)nc2ccccc12
 : -3.5 | 0.5 | -2 | -0.5 | 0.1 | -1.4 | 1.4 | -0.3 | 7 | -9 | 3
- O=C(O)CCC(=O)NCc1ccc(C(=O)O)cc1
 : -0.7 | -0.6 | 3 | -0.5 | 0.1 | -1.1 | -0.3 | 1.3 | -3 | -1 | -3
- COc1ccc(CCNc2nc(-c3ccco3)cc(C(F)(F)F)n2)cc1OC
 : -3.1 | 0.2 | -2 | 0.1 | 0.5 | -1.4 | -1.1 | -0.4 | 4 | -23 | 3
- COc1ccc(CN2C[C@]3(C=C4CCCCC4n4c(=O)n(-c5ccccc5)c(=O)n43)N=C2NC(=O)c2ccccc2)c(OC)c1 (stereo not given in full)
 : -0.9 | nt | -1 | -1.0 | 0.2 | -1.4 | nt | -5.7 | -2 | -23 | -3
- Cc1ccc(S(=O)(=O)/N=C(/c2ccc(F)cc2)N2CCCCC2)cc1
 : -1.1 | 1.1 | 2 | -0.3 | -0.1 | -1.1 | -2.8 | 0.7 | 1 | -5 | 3
- CCN(C(=O)COC(=O)c1ccc(F)c(S(=O)(=O)N2CCOCC2)c1)C1CCS(=O)(=O)C1 (stereo not given)
 : 1.0 | 0.4 | 2 | -2.9 | 0.5 | -1.2 | -0.8 | 0.7 | -6 | -2 | -9
- COc1ccc(/C=N/Nc2cc(C)nc3ccc(Br)cc23)cc1
 : 0.7 | -2.6 | 9.4* | 0.1 | -2.4 | -1.2 | 1.3 | 3.7 | -37 | -9 | -4
- Cc1cc(NC(=O)[C@H](C)NC(=O)c2ccco2)ccc1Br
 : -0.3 | 4.6 | -1 | -0.3 | -0.3 | -1.7 | -0.3 | -1.4 | -6 | -3 | 0
- COc1ccc(OCCSc2nc(N)cc(=O)[nH]2)cc1
 : -1.5 | 4.2 | -1 | 0.1 | 0.2 | -1.0 | 1.6 | 0.1 | -3 | -2 | -5
- COc1ccc2c(=O)cc(C(=O)O)oc2c1
 : -1.2 | 0.4 | -1 | 0.1 | 0.4 | -1.3 | -0.6 | 2.5 | 1 | 0 | 0
- COC(=O)c1cc(Br)c(=O)n(CCc2ccc(F)cc2)c1
 : 1.8 | -0.1 | 1 | -0.5 | 0.5 | -1.1 | 1.4 | 1.2 | -3 | -2 | -1
- COc1ccc(NC(=O)C2Cc3ccccc3CN2C(=O)c2ccccc2)cn1 (stereo not given)
 : 0.5 | -1.0 | 0 | 0.5 | 0.3 | -1.5 | -1.1 | 1.9 | -1 | -11 | 1
- CCOc1ccc(S(=O)(=O)NNC(=S)Nc2ccc(Br)cc2)cc1
 : -2.9 | 1.6 | 0 | -0.2 | -0.1 | -1.9 | 1.6 | 2.9 | -5 | -9 | 4
- O=C(c1ccc(N2CCCC2=O)cc1)N1CCCCCC1
 : 0.0 | -0.1 | -3 | 0.3 | -0.4 | -1.1 | -1.0 | -0.7 | 0 | -1 | 2
- Cc1nnc(-c2cccc(Br)c2)c2cn(-c3cccc(Br)c3)nc12
 : -0.5 | -1.6 | 0 | -0.1 | 0.1 | -0.3 | 1.5 | -1.9 | 6 | -9 | 0
- CSc1nc(Cl)c(Br)c(Nc2c[nH]c(=O)[nH]c2=O)n1
 : 0.1 | 1.3 | 1 | -1.0 | 0.3 | -1.6 | 0.6 | 1.8 | 34 | 8 | 22
- NC(CS(=O)O)C(=O)O (stereo not given)
 : -0.9 | 0.9 | 1 | -0.3 | 0.0 | -1.2 | 0.8 | -2.0 | 0 | -2 | 0
- Cc1ccc(-n2nc3c(=O)n(CCCC(=O)NCCc4ccccc4C)nc(C)c3c2C)cc1
 : -1.5 | -1.4 | -2 | -0.1 | 0.2 | -1.4 | 0.0 | 0.1 | -15 | 4 | -10
- Cc1cccc(CNC(=S)OC2CCC23CCC(c2ccccc2)CC3)c1 (stereo not given)
 : 4.1 | nt | 0 | -0.8 | -0.1 | -1.2 | nt | 3.3 | 0 | 4 | 2
- O=C1CCC(C(=O)OCc2nnc(-c3ccc(Br)cc3)o2)=NN1
 : 0.1 | 1.0 | 5 | 1.4 | 0.3 | 0.2 | 0.1 | -2.8 | 0 | -2 | -3
- Cc1cccc(NC(=O)c2nc[nH]c2C(=O)NCC(=O)OCc2ccccc2)c1
 : -0.3 | -1.2 | 1 | -0.4 | -0.2 | -1.4 | 0.3 | -0.9 | -1 | -2 | -5
- CC(C)NCc1cc(Br)ccc1OCc1ccccc1
 : 0.6 | -2.3 | 0 | -0.3 | -0.3 | -1.7 | 0.0 | 0.5 | -41 | 4 | -17
- CCc1cc(=O)oc2c3c(cc(OCC(=O)NCc4cccnc4)c12)OC(C)(C)CC3
 : -3.0 | 0.2 | 4 | -1.2 | 18* | -0.9 | -2.4 | 0.1 | -5 | 3 | -9
- CCc1ccccc1N1CC(C(=O)Nc2cc(C)on2)CC1=O (stereo not given)
 : -0.5 | 0.6 | 0 | 0.0 | -0.9 | -0.9 | 0.9 | -0.1 | -2 | 8 | -9
- O=C(CSc1nnc(-c2cccnc2)n1CCc1ccccc1)NCc1ccccc1
 : -2.3 | -0.8 | -1 | 0.0 | -0.1 | -1.2 | -0.1 | 0.1 | -5 | -4 | 1
- COc1ccc(C(=O)N/N=C/c2c(CO)cnc(C)c2O)cc1
 : 1.7 | 0.1 | -2 | -0.2 | -30 | -1.6 | 3.4 | -1.2 | 1 | -3 | 2
- O=C(Nc1ccccc1C(=O)NCc1cccnc1)c1ccccc1F
 : -0.3 | -1.1 | 1 | -1.2 | 0.8 | -1.4 | -0.2 | -2.3 | 2 | -2 | -1
- CCc1cc2c(=O)c(-c3cnn(-c4ccccc4)c3)c(C(F)(F)F)oc2c(CN(C)C)c1O
 : -1.4 | 3.1 | -2 | 0.7 | 0.0 | -0.7 | 1.0 | -0.3 | 0 | -16 | -2
- O=[N+]([O-])c1ccc(-c2nc(=S)c3c(o2)CCCC3)cc1
 : -0.8 | 0.1 | -2 | 1.7 | 0.6 | -0.2 | -0.3 | 1.2 | -1 | -8 | 2
- COc1ccccc1N1CCN(C(C)C(=O)Nc2ccc(S(=O)(=O)N3CCOCC3)cc2)CC1 (stereo not given)
 : -0.9 | -0.5 | 0 | 0.5 | 0.0 | -1.4 | 0.3 | -2.6 | -2 | -1 | 1
- O=C(O)c1cc(NC(=O)c2ccc(Br)cc2)cc(NC(=O)c2ccc(Br)cc2)c1
 : -1.4 | 1.1 | -3 | -0.3 | 0.5 | -1.5 | -1.2 | 0.5 | 5 | -7 | 1
- COc1ccc(NS(=O)(=O)c2ccc(OC)c(NC(=O)CCC3CCCC3)c2)cc1
 : -3.1 | 1.0 | -4 | -0.3 | 0.4 | -1.7 | 1.9 | -3.1 | -3 | -31 | 5
- CCOc1cccc2c1OC1(C)CC2NC(=O)N1c1cccc(F)c1 (stereo not given)
 : -1.5 | -2.0 | 3 | 0.8 | -0.1 | -1.0 | -0.5 | 0.1 | -1 | -2 | -1
- N#C/C(=C\c1ccccc1[N+](=O)[O-])C(=O)Nc1ccc(S(N)(=O)=O)cc1
 : 1.3 | -0.2 | -2 | -0.6 | -1.1 | -1.6 | 2.3 | -3.8 | -3 | -10 | -6
- CCN(CC)C(=O)Cn1cc(S(=O)(=O)CC(=O)N2CCCCCC2)c2ccccc21
 : -0.2 | 0.9 | -3 | -0.4 | 0.2 | -1.2 | -1.1 | 2.0 | 1 | 1 | 2
- Cc1cc(F)ccc1S(=O)(=O)N1CCCOC1CNC(=O)C(=O)NCc1ccc2c(c1)OCO2 (stereo not given)
 : -0.4 | 0.5 | 0 | -1.1 | 1.1 | -0.6 | 2.1 | 1.1 | -1 | -5 | -4
- CCn1nnc(NC(=O)COc2ccc([N+](=O)[O-])cc2)n1
 : -0.2 | -0.4 | -4 | 0.2 | -0.2 | -0.1 | -1.6 | 3.7 | 2 | 0 | -2
- CCCCN(C(=O)CN1C(=O)C2CC=CCC2C1=O)c1c(N)n(CCC)c(=O)[nH]c1=O (stereo not given)
 : -0.9 | -0.1 | -4 | 0.5 | -0.2 | -1.3 | -0.4 | -2.6 | 5 | 0 | 5
- Cc1cc(C)n2nc(SCC(=O)c3ccc[nH]3)nc2n1
 : -1.1 | 0.5 | 0 | 0.0 | -0.9 | -1.1 | 0.9 | 1.6 | 3 | -9 | -3
- COc1ccc(-c2nn(-c3ccccc3)cc2/C=N/Nc2ccc3ccccc3n2)cc1OC
 : -2.2 | 1.7 | -2 | -1.1 | -3.4 | -1.2 | -1.7 | -2.8 | 6 | -9 | 6
- COc1ccc(CCNC(=O)COc2ccc(S(=O)(=O)N3CCOCC3)cc2)cc1OC
 : -2.0 | -1.0 | -1 | 0.0 | -0.1 | -1.1 | -0.1 | -2.7 | 4 | 1 | -3
- COC(=O)CCC(=O)Nc1cc(Cl)cc(Cl)c1
 : -0.2 | 0.5 | 3 | -0.1 | -0.7 | -0.7 | 0.2 | 1.2 | -3 | 2 | -1
- Cc1cccc(C(=O)Oc2ccc(/C=N/O)cc2)c1
 : 3.0 | 3.3 | 1 | 0.4 | 0.1 | -0.6 | 1.0 | 5.8 | 2 | -15 | 4

Compound activity as filed in PubChem BioAssay.
